# OPRM1-OPRD1 ag: OPRM1-OPRD1 heterodimerization agonism; P35372+P41143; cells, luminescence; activation, % at 9.3 µM; actives 0.3% (n = 340,000); in the data active = activation above about 18%;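 also: 0% = vehicle-treated cells and 100% = reference agonist; values of inactives mirror those of a sister screen read the other way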
# Target sequence (P35372 whole entry, looked up): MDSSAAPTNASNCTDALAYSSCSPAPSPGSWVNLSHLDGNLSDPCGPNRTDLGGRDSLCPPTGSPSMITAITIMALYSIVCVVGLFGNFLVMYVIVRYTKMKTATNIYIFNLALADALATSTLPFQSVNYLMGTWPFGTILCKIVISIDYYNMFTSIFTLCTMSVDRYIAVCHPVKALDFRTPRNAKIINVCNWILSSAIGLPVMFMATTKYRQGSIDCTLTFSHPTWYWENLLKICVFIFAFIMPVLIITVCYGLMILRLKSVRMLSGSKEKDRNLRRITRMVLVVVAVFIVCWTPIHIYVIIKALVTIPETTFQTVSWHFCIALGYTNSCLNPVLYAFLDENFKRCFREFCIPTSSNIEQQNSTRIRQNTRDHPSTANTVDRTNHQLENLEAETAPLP
# Target sequence (P41143 whole entry, looked up): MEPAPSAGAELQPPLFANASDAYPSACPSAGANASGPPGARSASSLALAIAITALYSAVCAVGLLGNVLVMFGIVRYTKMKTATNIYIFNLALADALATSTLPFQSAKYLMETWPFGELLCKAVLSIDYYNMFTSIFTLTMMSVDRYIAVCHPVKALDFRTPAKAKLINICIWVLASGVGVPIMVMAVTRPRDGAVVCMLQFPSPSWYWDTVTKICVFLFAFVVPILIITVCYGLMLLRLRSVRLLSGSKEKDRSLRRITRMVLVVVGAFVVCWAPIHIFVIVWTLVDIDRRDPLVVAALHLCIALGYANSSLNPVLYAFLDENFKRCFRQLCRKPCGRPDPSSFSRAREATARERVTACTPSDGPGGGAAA
# Mot1-301 SUMO: SUMOylation pathway inhibition by Mot1-301 growth rescue | S. cerevisiae Mot1-301 growth rescue, ATP luminescence, 38.5C; percent above DMSO median, 100 means doubled | growth rescue, % at 18.8 µM | actives 1% (n = 320,000);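 active = every valid replicate shows activation above 250% relative to neutral control wells; inactive = the rest, any valid replicate at or below 250%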;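 also: OY570 slx delta 5 strain wells were the positive control but not used for scaling; some compounds called inactive have numbers as strong as hits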
# PfHsp90 set2: inhibits growth of yeast expressing Plasmodium falciparum Hsp90 | S. cerevisiae expressing PfHsp90, BacTiter-Glo ATP, 48 h; yeast lacking PDR1 and PDR3 efflux regulators | actives 0.32% (n = 310,000) | inhibition, % at 9.4 µM;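 active = every replicate shows inhibition above about 80%, whatever the replicate mean, limit read from the data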;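 also: 0% = DMSO neutral controls and 100% = 20 µM radicicol positive controls; yeast relying on Plasmodium falciparum Hsp90 in place of its own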
# AddAB inh: less growth of phage-infected E. coli with AddAB | E. coli expressing H. pylori AddAB, absorbance growth | inhibition, % at 11.9 µM | actives 0.29% (n = 330,000) | AID 435030; in the data active = inhibition above about 12%;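 also: 0% = vehicle wells of infected cells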
# E coli growth: reduces bacterial viability in AddAB counter-screen | E. coli V3065 growth, OD600 absorbance, 18 h | inhibition, % at 11.9 µM | actives 0.27% (n = 330,000);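 active = inhibition above the campaign's mean inhibition across all tested compounds plus 3 SD, cut at about 9.9% in these data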;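 also: uninfected addAB+ strain grown without phage in ampicillin broth; 0% = DMSO wells and 100% = ciprofloxacin 0.95 µg/ml wells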
# Pemphigus Ab inh: blocks pemphigus antibody binding to human desmoglein-3. P32926. DSG3-coupled beads, scFv-anti-DSG3-GFP binding, flow cytometry; stronger effect = lower value. binding (percent of control), % at 10 µM. actives 0.48% (n = 310,000). AID 588358;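 active = binding more than 3 SD below its plate's average and above zero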;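 also: hits lower antibody fragment binding to DSG3; some compounds called inactive have numbers as strong as hits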
# Tat export inh: E. coli Tat transport inhibition; AID 488895; E. coli MC4100 TorA-mCherry Tat export, fluorescence; actives 0.036% (n = 340,000); inhibition, % at 10 µM;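 active = mean replicate inhibition at least 50% and at least half of replicates individually reaching 50%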;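 also: exported cargo escapes ClpAP degradation while cytoplasmic cargo is degraded and loses fluorescence; 0% = median of neutral control wells and 100% = median of NaSCN control wells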
# phage Ecoli inh: E. coli growth loss with phage present; AID 651602; actives 0.26% (n = 360,000); growth absorbance; inhibition, % at 11.9 µM; in the data active = inhibition above about 11%
# Arr AP2 block: inhibitors of human beta-arrestin and AP2 interaction; FITC-arrestin peptide / GST-AP2 beads, flow cytometry; AP2 beta2 appendage carries R879A mutation; inhibition, % at 10 µM; actives 0.31% (n = 340,000);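 active = inhibition above a set limit, near 3 SD of compounds lacking own fluorescence, cut at about 54% in these data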;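 also: plate controls were DMSO wells for no effect and 5 µM unlabelled arrestin peptide for full effect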
#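 system = GST-tagged AP2 beta2-adaptin appendage (R879A) on 4 µm glutathione beads | reagent = FITC-labelled arrestin peptide probe, 50 nM final | schedule = compound with beads 12 min RT, then probe 1 h RT | signal = HyperCyt-sampled flow cytometry, FL1 channel, ex 488/em 535 nm | read-out = percent response from loss of bead-bound FITC fluorescence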
# OPRM1-OPRD1 inv: mu-delta opioid heterodimer inverse agonism | P35372+P41143 | actives 0.21% (n = 340,000) | AID 504357 | cell-based MOR-DOR heterodimer luminescence | inhibition, % at 9.3 µM; in the data active = inhibition above about 22%, passing the limit was not always enough;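 also: 0% = cells with DMSO and 100% = wells without cells with DMSO; values of inactives mirror those of a sister screen read the other way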
# PKA-R1A act: activators of PKA-R1A complex. actives 0.083% (n = 340,000). P00514+P68181. activation, % at 11.4 µM. AID 504707. PKA-R1A dissociation, Cy5-IP20 fluorescence polarization; scaled: DMSO 0%, 113 µM cGMP 100%;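 active = percent activation above the mean of all tested compounds plus 3 SD, cut at about 19% in these data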;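 also: higher means more PKAc released from R1A so a rise in polarization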
# Starred values were filed as active, the others as inactive; . = no result given.
1: CCC(C)C(N)C(=O)N1CCCC1C(=O)NC(C(=O)O)C(C)CC (centres undefined)
2: O=C(c1ccc(-n2cnnn2)cc1)N1CCCCC1
3: COc1ccccc1NC(=O)Cn1c(=O)sc2ccccc21
4: CCN(CC)c1ccc(C=Nc2ccc(C)cc2)c(O)c1
5: Cc1c(Cl)cnc(NC(=O)COC(=O)c2cccs2)c1Cl
6: CC(=O)Nc1sc(N/N=C/c2ccc(O)cc2)nc1-c1ccc(C)cc1

compound no.	1	2	3	4	5	6
OPRM1-OPRD1 ag	-1.8	1.0	-1.8	-3.0	-0.4	-0.8
Mot1-301 SUMO	.	272	-17	-7	0	-3
PfHsp90 set2	-6	-17	-14	-2	-38	22
AddAB inh	.	3.4	-0.9	0.2	1.1	0.5
E coli growth	.	0.1	0.6	0.6	1.6	-0.6
Pemphigus Ab inh	101	92	73	96	104	95
Tat export inh	2	4	-8	3	-5	-2
phage Ecoli inh	2.4	5.5	4.3	0.2	2.2	4.8
Arr AP2 block	-13	33	-1	6	-5	7
OPRM1-OPRD1 inv	10	-6	10	15	1	4
PKA-R1A act	4	-10	3	-7	12	-5

7: Cc1cc(C)c2c(n1)sc1c(=O)n(Cc3ccc(F)cc3)cnc12
8: CCSc1nc(O)c(Cc2ccccc2)c(=O)[nH]1
9: S=C(NCc1ccccc1)NNc1nc2ccccc2[nH]1
10: Cc1ccc(S(=O)(=O)N/N=C\c2cccnc2)cc1
11: Cc1ccc(C)c(N2CCN(C(=O)c3ccc(N4CCOCC4)c([N+](=O)[O-])c3)CC2)c1
12: O=C1CCc2cc(S(=O)(=O)NCc3ccc(F)cc3)cc3c2N1CCC3

compound no.	7	8	9	10	11	12
OPRM1-OPRD1 ag	0.5	-2.5	5.2	-1.9	3.3	-1.6
Mot1-301 SUMO	-17	5	0	-2	36	0
PfHsp90 set2	-8	.	5	9	-58	1
AddAB inh	1.5	-1.0	-0.5	-1.3	2.5	0.8
E coli growth	-0.2	-1.0	-2.6	0.4	1.9	0.0
Pemphigus Ab inh	.	.	100	106	113	104
Tat export inh	2	-9	1	-3	7	7
phage Ecoli inh	0.6	1.1	4.4	2.4	-0.4	0.5
Arr AP2 block	14	20	-41	10	16	1
OPRM1-OPRD1 inv	-3	15	-27	11	-24	8
PKA-R1A act	8	0	-8	6	-12	-18

13: COCCCNC(=O)c1c(-c2ccccc2)noc1C
14: O=c1[nH][nH]c(-c2ccccc2)c1C=Nc1ccc(F)cc1F
15: Cc1nn(CC(=O)NC2(C#N)CCCCC2)c(C)c1[N+](=O)[O-]
16: COc1ccc(S(=O)(=O)Nc2c(C(=O)O)[nH]c3ccccc23)c(OC)c1
17: CC(C)(C)c1ccc(C(=O)Nc2cccc(-n3cnnn3)c2)cc1
18: CCCCN(C(=S)Nc1ccc(F)cc1)c1c(N)n(CCC)c(=O)[nH]c1=O

compound no.	13	14	15	16	17	18
OPRM1-OPRD1 ag	-0.2	1.9	-3.6	-3.8	4.9	-3.0
Mot1-301 SUMO	-6	-5	67	8	-19	-6
PfHsp90 set2	-8	.	-24	-4	3	.
AddAB inh	2.0	2.6	1.3	0.2	2.7	2.4
E coli growth	0.7	1.3	1.4	-1.0	0.5	-0.3
Pemphigus Ab inh	125	86	103	.	101	110
Tat export inh	-9	-2	-5	1	2	3
phage Ecoli inh	2.1	2.6	2.0	-0.5	1.6	2.5
Arr AP2 block	2	-4	-7	0	1	7
OPRM1-OPRD1 inv	1	-12	13	19	-26	14
PKA-R1A act	-7	-2	-7	-1	-13	-4

19: Cc1cc(C)c(S(=O)(=O)N2CCN(S(=O)(=O)N3CCC(C)CC3)CC2)c(C)c1
20: CC(OC(=O)c1nc(Cl)ccc1Cl)C(=O)Nc1ccc2c(c1)OCCO2 (centres undefined)
21: Cc1ccc(C(=O)Nc2ccc(C(=O)O)cc2NC(=O)c2ccc(C)cc2)cc1
22: CCCCN(C(=O)c1ccc(C)c(S(=O)(=O)N2CCOCC2)c1)c1c(N)n(CCCC)c(=O)[nH]c1=O
23: COc1cccc(C(=O)CN(C(=O)c2ccc(Cl)c(Cl)c2)N2C(=O)C3CCCCC3C2=O)c1 (centres undefined)
24: CC(NC(=O)CN(C)S(=O)(=O)c1ccc(F)cc1)C1CC2CCC1C2 (centres undefined)

compound no.	19	20	21	22	23	24
OPRM1-OPRD1 ag	-0.1	-2.1	-1.2	0.1	-3.0	-1.7
Mot1-301 SUMO	4	2	58	2	-6	19
PfHsp90 set2	-5	-32	-34	8	-12	-21
AddAB inh	1.2	-1.4	3.8	-0.2	0.7	0.7
E coli growth	1.9	0.0	-1.6	1.7	1.4	0.9
Pemphigus Ab inh	116	104	110	117	105	107
Tat export inh	0	-13	5	-7	-3	3
phage Ecoli inh	-0.5	-0.2	-0.6	6.2	1.4	1.1
Arr AP2 block	-5	-10	4	-8	23	3
OPRM1-OPRD1 inv	0	11	6	0	16	7
PKA-R1A act	0	0	-14	-4	6	-6

25: CN(C)C(CNc1ccc(S(C)(=O)=O)cc1[N+](=O)[O-])c1ccccc1 (centres undefined)
26: O=C(C1CCN(S(=O)(=O)c2ccc(F)cc2)CC1)N1CC=C(c2ccccc2)CC1
27: CN(C)CC(CCC(CN(C)C)C(=O)c1ccccc1)C(=O)c1ccccc1 (centres undefined)
28: CCO[C@H]1OC(C(=O)N2CCCCCCC2)=C[C@@H](C)[C@@H]1CCCO
29: COc1ccc(CC(=O)Nc2sc(Cc3ccccc3)c(C)c2C(N)=O)cc1
30: Cc1cccc(C)c1NC(=O)CC(NCc1ccco1)C(=O)O (centres undefined)

compound no.	25	26	27	28	29	30
OPRM1-OPRD1 ag	4.3	-1.8	-3.1	-2.4	1.7	-2.7
Mot1-301 SUMO	129	-5	.	111	0	7
PfHsp90 set2	-58	21	15	5	-6	11
AddAB inh	-0.1	3.1	.	-0.2	0.1	0.2
E coli growth	-2.7	-0.3	.	-0.9	0.5	-1.8
Pemphigus Ab inh	110	99	.	107	99	89
Tat export inh	23	6	1	5	7	12
phage Ecoli inh	3.5	1.9	.	3.1	-0.1	4.0
Arr AP2 block	0	-7	7	-5	2	-8
OPRM1-OPRD1 inv	-23	9	15	13	-9	14
PKA-R1A act	-9	-2	-2	-9	2	-7

31: Cc1ccc(S(=O)(=O)N2CCCCC2)cc1NC(=O)COC(=O)C1CC2C=CC1C2 (centres undefined)
32: COC(=O)C1=C(C)N(c2cc(C)cc(C)c2)/C(=C/c2ccc(O)cc2)C1=O
33: O=C(Nc1ccccc1)Nc1csc2ccccc12
34: CCN(CC)c1ccc(NC(=O)COC(=O)/C=C/c2nc3ccccc3s2)cc1
35: CN(C)C=C1C(=O)c2ccccc2C1=O
36: CCCSc1nnc2nc(C)cc(C)n12

compound no.	31	32	33	34	35	36
OPRM1-OPRD1 ag	-1.5	3.0	.	1.1	-0.8	-1.6
Mot1-301 SUMO	18	-9	12	16	83	-6
PfHsp90 set2	1	.	.	8	-3	17
AddAB inh	-2.1	1.0	5.0	3.7	3.9	4.6
E coli growth	-2.5	-1.3	2.5	-1.6	-0.5	0.7
Pemphigus Ab inh	112	87	104	88	105	104
Tat export inh	-1	-3	.	-13	-4	-3
phage Ecoli inh	3.7	2.5	9.3	2.9	4.8	5.1
Arr AP2 block	-4	5	5	0	7	5
OPRM1-OPRD1 inv	8	-22	.	-5	3	8
PKA-R1A act	1	-9	.	-3	-1	-7

37: O=C(CCN1CCCCCC1)Nc1cccc(F)c1
38: O=C(O)c1ccc2c(c1)N(Cc1ccccc1F)C(=O)c1ccccc1S2=O (centres undefined)
39: CCN1C(=O)/C(=C2/C(=O)N3c4c(cc(OC(C)=O)cc42)C(C)=CC3(C)C)SC1=S
40: Cc1cc(C)nc(NS(=O)(=O)c2ccc(N/C=C/C(=O)c3ccc(Cl)cc3)cc2)n1
41: CCCN(CC(=O)Nc1ccccc1OC)C(=O)c1ccc2ncsc2c1
42: Cc1ccccc1N1C(=O)C2CCCN2C1=S (centres undefined)

compound no.	37	38	39	40	41	42
OPRM1-OPRD1 ag	-4.2	-1.7	8.6	6.8	-1.8	-1.4
Mot1-301 SUMO	5	-13	-31	-4	-21	6
PfHsp90 set2	-12	-20	-9	4	28	-9
AddAB inh	4.5	3.1	1.8	0.7	-0.6	2.1
E coli growth	1.3	-1.1	-0.3	1.9	-0.3	2.6
Pemphigus Ab inh	.	.	96	86	.	.
Tat export inh	1	2	-11	-3	9	3
phage Ecoli inh	2.7	4.3	2.1	1.5	1.7	1.4
Arr AP2 block	28	19	15	3	5	-5
OPRM1-OPRD1 inv	18	9	-52	-34	7	6
PKA-R1A act	-4	8	-1	-8	-7	-6

43: CCCn1c(N)c(C(=O)CN2CCc3ccccc3C2)c(=O)n(C)c1=O
44: COc1ccccc1CNC(=O)C(C)NS(=O)(=O)c1ccccc1 (centres undefined)
45: Cc1ccc(S(=O)(=O)CCC(=O)N(CCCN2CCOCC2)c2nc3ccccc3s2)cc1
46: CCCc1cc(C(=O)Nc2ccc(C#N)cc2)no1
47: CCN(CC)C(=O)N1CCc2ccccc2C1CN1C(=O)c2ccccc2C1=O (centres undefined)
48: COc1ccc(C(=O)NNC(=O)CN2CCN(c3nc(-c4ccccc4)cs3)CC2)cc1

compound no.	43	44	45	46	47	48
OPRM1-OPRD1 ag	-3.6	-1.4	-0.3	0.0	-3.5	0.9
Mot1-301 SUMO	-8	-10	-22	-12	.	-8
PfHsp90 set2	-10	8	-17	-32	12	12
AddAB inh	0.9	2.9	1.4	2.7	1.3	-0.1
E coli growth	0.8	-1.3	1.3	0.2	-0.1	-0.5
Pemphigus Ab inh	101	100	96	98	99	98
Tat export inh	0	4	-6	3	-8	4
phage Ecoli inh	0.9	1.9	3.7	2.8	1.1	4.3
Arr AP2 block	0	5	0	-4	34	19
OPRM1-OPRD1 inv	19	8	1	0	21	-6
PKA-R1A act	-8	19*	10	-4	-12	4

# Profiles, looked up by structure. Values in the order: OPRM1-OPRD1 ag, Mot1-301 SUMO, PfHsp90 set2, AddAB inh, E coli growth, Pemphigus Ab inh, Tat export inh, phage Ecoli inh, Arr AP2 block, OPRM1-OPRD1 inv, PKA-R1A act
# Results for COc1ccccc1CNC(=O)C(C)NS(=O)(=O)c1ccccc1 (centres undefined) → -1.4, -10, 8, 2.9, -1.3, 100, 4, 1.9, 5, 8, 19*
# Results for CCN(CC)C(=O)N1CCc2ccccc2C1CN1C(=O)c2ccccc2C1=O (centres undefined) → -3.5, ., 12, 1.3, -0.1, 99, -8, 1.1, 34, 21, -12
# Results for CCCn1c(N)c(C(=O)CN2CCc3ccccc3C2)c(=O)n(C)c1=O → -3.6, -8, -10, 0.9, 0.8, 101, 0, 0.9, 0, 19, -8
# Results for Cc1ccc(S(=O)(=O)CCC(=O)N(CCCN2CCOCC2)c2nc3ccccc3s2)cc1 → -0.3, -22, -17, 1.4, 1.3, 96, -6, 3.7, 0, 1, 10
# Results for CCCc1cc(C(=O)Nc2ccc(C#N)cc2)no1 → 0.0, -12, -32, 2.7, 0.2, 98, 3, 2.8, -4, 0, -4
